# Yfh1-off respiration = enhancers of respiration in Yfh1-depleted yeast, dose response, Friedreich's ataxia, plus single-dose screen (AID 1465); S. cerevisiae Yfh1-off respiration, WST-1 reduction, 72 h; higher fold induction means a stronger effect; 0.074% of 220,000 active; fold induction at 50 µM, or EC50 in µM where a hit was titrated;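 active = fold induction of absorbance versus untreated yeast above a set limit, then at least 30% activation at any dose in follow-up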;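 also: activators that raise dye reduction in frataxin-depleted yeast; strong numbers were not always called active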
# Lipid droplet = inhibitors of hepatocyte lipid droplet formation, primary screen, imaging, high-throughput imaging, BODIPY stain. AML12 mouse hepatocytes, oleate lipid droplets. inhibition, % at 6.5 µM. AID 1656, 2009. 0.4% of 240,000 active;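 active = lipid droplet intensity inhibited by at least 50%, with more than 500 cells counted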
#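 Assay system: AML12 mouse liver cells | Compound: 6.5 µM single-point dosing | Schedule: Overnight exposure | Technique: Fluorescence imaging, 20x objective, two fields per well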
# Dynein cargo inh = inhibitors of GR-EGFP nuclear translocation, primary screen, dynein cargo transport inhibitor project, imaging, high-content, 3617.4 mouse cells | test concentration mostly 20 µM; stimulated with dexamethasone, 1 µM; hits give low values | z-score, hits read low | 0.47% of 220,000 active;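 active = plate z-score of nuclear minus cytoplasmic receptor signal below a set negative limit, without overly bright fluorescence or cell loss, cut at about -3.5 in these data, passing the limit was not always enough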;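 also: z-score of nuclear minus cytoplasmic ring GR-EGFP intensity difference per well; some compounds called inactive have numbers as strong as hits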
#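 Buffer or medium: tet-free, stripped-serum medium; Also added: dexamethasone, 1.0 µM final; Technique: high-content fluorescence imaging after fixation; Times: 48 h induction, 1 h compound, 30 min dex at 37 °C; Read-out: per-cell GR-EGFP intensity, nucleus versus surrounding cytoplasmic ring, well-averaged.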
# bCat nuc transl = modulators of beta-catenin nuclear translocation, primary screen, imaging, HeLa cells, immunofluorescence, high-content; nuclear translocation activity, % at 5 µM; 0.3% of 190,000 active; AID 1665, 2009;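 active = nuclear translocation activity above 50% at 5 µM, with a well cell count of 50 or more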;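 also: per-cell ratio of nuclear to cytoplasmic median beta-catenin stain intensity; plate controls were DMSO negative control for no effect and GSK-3 inhibitor IX positive control for full effect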
#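 Test system: human HeLa cells, native beta-catenin. Compound dosing: 5 µM primary single dose, 0.1% DMSO, 0.02–20 µM confirmation series. Incubation: compound exposure 24 h at 37°C. Detection: beta-catenin immunostaining with DAPI counterstain, 20x imaging, 6 fields/well. Read-out basis: Nuclear/cytoplasmic beta-catenin signal ratio, % activation.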
# WT yeast gro inh = growth inhibition of WT strain, primary screen, mitochondrial fusion inhibitor project, WT and mutant strains, chemical genetic | mitochondrial fusion phenotypic screen | inhibition, % at 10 µM | 2.1% of 190,000 active | AID 1362, 2008; in the data active = inhibition above about 58%; tested in S. cerevisiae
# Autophagy HCS = autophagy modulators in MEF cells, primary screen, imaging, high-content, MEF GFP-LC3 | MEF GFP-LC3 puncta imaging; test concentration mostly 10 µM | calls only at 10 µM (by protocol) | 0.98% of 190,000 active;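 active = percentage of spot-positive cells more than 3 SD above its plate mean, without a fluorescence outlier flag or 80% toxicity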;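 also: spot-positive cell cutoff set from DMSO-treated cells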
# NOD2 inhibition = NOD2 signaling inhibitors, cell-based, luminescence, uHTS, HEK293 (AID 1566) | HEK293 NOD2/NF-kB luciferase reporter, luminescence; higher % means a stronger effect | one-dose inhibition, % at 4 µM; EC50 in µM for titrated hits | 0.63% of 290,000 active; in the data active = inhibition above about 50%; also: many of its hits are not listed in these tables
# Ins promoter up = insulin promoter activators in MIN6 cells, imaging, high-content screening, mouse beta cells | MIN6 insulin promoter-GFP reporter; hits give high values | z-score at 5 µM | 0.3% of 190,000 active;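 active = z-score above 3 at 5 µM with at least 500 cells counted in the well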
# MT stabilizer = microtubule stabilizers in HeLa cells, primary screen, imaging, high-content imaging; HeLa tubulin immunostaining HCS, 24 h; share of cells brighter than vehicle mean+2SD; % tubulin-high responders, % at 10 µM; 0.83% of 200,000 active; AID 2205, 2009;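 active = plate Z-score above 3 for both tubulin-high and condensed-nucleus cell shares, with cell loss under 80%, at 10 µM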;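 also: anti alpha tubulin signal scored within the nucleus-defined area of each cell; some results filed as inactive read as strong as hits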
# WT yeast gro inh mutant strain = further read-out of WT yeast gro inh, marked with its call; inhibition, %; mitochondrial fusion phenotypic screen, mutant strain inhibition
# Dynein cargo inh cytoplasmic EGFP = recorded beside Dynein cargo inh, whose call it bears; z-score; measured here: cytoplasmic GR-EGFP intensity; hits give high values
# Dynein cargo inh nuclear GR-EGFP = recorded beside Dynein cargo inh, whose call it bears; z-score; measured here: nuclear GR-EGFP intensity;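 lower value marks the stronger effect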
# Dynein cargo inh cell count = second read-out of Dynein cargo inh, no call of its own (marks repeat the call); z-score; measured here: cell count per field
# Ins promoter up cell count = recorded beside Ins promoter up, whose call it bears; cell count; measured here: cytotoxicity, nuclei count;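 total cells summed across four imaged fields per well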
# Lipid droplet cells 6.5 µM = second read-out of Lipid droplet, no call of its own (marks repeat the call); cell count; measured here: cell count, cytotoxicity flag;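 cells counted across two imaged fields per well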
# bCat nuc transl cell count 5 µM = further read-out of bCat nuc transl, marked with its call; cell count; measured here: cell count, cytotoxicity flag
# MT stabilizer Hoechst-high % = also measured in MT stabilizer; calls as there; % Hoechst-high responders; measured here: nuclear condensation Hoechst responders;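 share of cells brighter than vehicle mean plus two SD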
# MT stabilizer cytotoxicity % = also measured in MT stabilizer; calls as there; toxicity, %; measured here: cytotoxicity by cell density;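 0% = mean cell density of plate MIN control wells and 100% = no cells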
# Autophagy HCS cell loss 18 h = second read-out of Autophagy HCS, no call of its own (marks repeat the call); toxicity, %; measured here: cell loss, nuclei count;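 cell loss after 18 h compound exposure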
# Starred values were filed as active, the others as inactive; i = inactive; . = not tested or not shown.
SMILES,Yfh1-off respiration,Lipid droplet,Lipid droplet cells 6.5 µM,Dynein cargo inh,Dynein cargo inh cytoplasmic EGFP,Dynein cargo inh nuclear GR-EGFP,Dynein cargo inh cell count,bCat nuc transl,bCat nuc transl cell count 5 µM,WT yeast gro inh,WT yeast gro inh mutant strain,Autophagy HCS,Autophagy HCS cell loss 18 h,NOD2 inhibition,Ins promoter up,Ins promoter up cell count,MT stabilizer,MT stabilizer Hoechst-high %,MT stabilizer cytotoxicity %
COC(=O)CSc1ccc(-c2nc3ccc(C)cc3[nH]2)cn1,i,16,790,0.077,-0.25,0.73,-0.24,.,.,2,9,i,-11,-6%,-0.76,955,2.1,1.3,5.4
COCc1cc(C)n(CC(=O)Nc2cccc(C)c2)c(=O)c1C#N,i,10,651,0.27,-0.2,0.36,-0.22,0.4,1013,-4,7,i,-5,14%,0.08,1331,3.5,2.1,23
CC1(C)CC(=O)C(CC(=O)Nc2cc(C(F)(F)F)ccc2Cl)C(=O)C1,i,-14,682,-1.2,-0.29,-0.57,1.1,-0.4,1109,7,23,i,11,17%,-0.61,1140,1.4,0.9,0.6
Cc1cc(=O)[nH]c(SCC(=O)Nc2nc(-c3ccccc3)c(-c3ccccc3)o2)n1,i,-6,620,-0.46,-0.18,-0.47,0.61,-0.4,875,-16,15,i,-11,-2%,0.64,1216,4.9,3.2,6.6
CC(=O)c1c(C)[nH]c(C(=O)COC(=O)CCSc2ccccc2)c1C,i,-2,646,-0.081,-0.22,0.12,-0.55,-1.8,950,-4,6,i,2,9%,0.03,1203,4.5,2.4,0.6
COC(=O)CCCC1=CC2=CC(=O)C(C)(OC(=O)c3cccs3)C(=O)C2=CN1c1ccc(OC)cc1 (stereo not drawn),i,-17,688,-0.75,-0.77,-0.3,0.77,-0.8,1159,.,.,.,.,13%,0.38,932,.,.,.
COc1cc(O)c(C(CCN2CCCCC2)c2ccc(N(C)C)cc2)c(OC)c1 (stereo not drawn),i,.,.,-0.22,-0.79,-0.15,0.18,1.2,1084,.,.,.,.,12%,-0.36,975,.,.,.
COc1ccc(-c2[nH]ncc2CN2CCN(C3CCCCC3)C(=O)C2)cc1F,i,0,746,-1.1,-0.23,-0.74,0.92,-0.6,1029,1,7,i,14,-1%,-0.17,1383,5.0,1.8,7.8
CO/N=C/C(C#N)=C/c1ccc(OC)c(OC)c1,i,-6,681,-0.44,0.12,-0.22,0.72,1.1,1100,-9,12,i,-6,0%,-0.55,1239,4.5,2.8,2.2
OCCC1CN(Cc2cnc(-c3ccc(Cl)cc3)nc2)CCN1C1CCCC1 (stereo not drawn),i,3,710,-0.26,-0.25,-0.11,-0.19,0.0,1270,.,.,.,.,33%,-0.17,1131,.,.,.
Cc1noc(C)c1S(=O)(=O)Nc1ccc(O)c2c(=O)cc(-c3ccccc3Cl)oc12,i,-1,652,-0.31,-0.73,-0.19,0.27,-2.4,1119,.,.,.,.,15%,-0.37,1164,.,.,.
O=C1Nc2cc(Cl)c(Cl)cc2N(O)N1c1ccccc1,i,15,803,0.036,0.62,-0.017,0.11,-0.1,1029,12,15,i,1,7%,.,.,1.3,1.1,4.9
Cc1cccc(/C=C2/SC(=O)N(Cc3ccccc3Cl)C2=O)n1,i,.,.,0.54,-0.21,0.82,0.7,-0.9,1358,5,0,i,-22,20%,-0.86,1558,4.2,2.9,5.3
CCOC(=O)c1c(NC(=O)c2nn(C)cc2[N+](=O)[O-])sc(C)c1C,i,8,687,-1,-0.36,-0.57,2.1,-0.1,1000,9,15,i,4,17%,-0.39,1457,0.9,1.8,1.5
CCCC(c1nnnn1CC1CCCO1)N1CCN(c2cc(Cl)ccc2C)CC1 (stereo not drawn),i,.,.,0.62,-0.35,0.35,-0.44,0.6,1131,65*,45*,i,-2,-61%,-0.36,1071,4.0,2.4,6.5
C=CCOC(=O)C1=C(C)N=C2SCCC(=O)N2C1/C=C/c1ccccc1 (stereo not drawn),i,-8,613,0.23,-0.3,-0.047,-0.13,-0.9,1046,10,8,i,6,18%,0.08,1632,14,1.0,8.8
Cc1ccc(S(=O)(=O)NCC(=O)NCC(=O)OCc2c(F)cccc2Cl)cc1,i,2,772,-1.2,-0.17,-0.54,0.96,-0.5,1490,-2,-4,i,6,-20%,1.9,1534,2.9,2.4,7.3
COc1ccc(/C=C/C(=O)c2cc(F)ccc2OC(=O)c2ccc(OC)c(OC)c2)cc1OC,i,36,763,-1.8,0.072,-0.37,0.82,3.8,434,22,-2,i,8,-27%,-0.88,1169,2.9,3.4,5.1
CNC(=O)COC(=O)c1cc2c(C)nn(-c3ccc(F)cc3)c2s1,i,.,.,-0.47,-0.11,0.49,0.29,-3.3,1330,0,16,i,36,-11%,-0.49,1516,3.0,1.8,7.4
Cc1ccc(CN(C(=O)c2csnn2)C(C(=O)NC2CCCC2)c2ccc(C)o2)cc1 (stereo not drawn),i,-11,720,-0.74,-0.27,-0.18,0.63,-1.0,1121,2,0,i,3,7%,0.82,1345,2.1,1.6,6.8
Cc1nnc(SCCC(=O)Nc2ccc(F)cc2)s1,i,0,781,0.97,-0.31,0.42,-0.049,-3.5,1063,14,-3,i,0,0%,0.62,895,2.0,0.5,7.3
CC(OC(=O)c1ccncc1)C(=O)Nc1ccc([N+](=O)[O-])cc1Cl (stereo not drawn),i,4,728,1.6,-0.23,0.65,-1.8,4.0,1071,-5,-5,i,-3,15%,0.37,1102,3.4,2.2,6.7
COc1cccc2c1OC1(C)CC2NC(=O)N1c1cccc(C(=O)N2CCN(c3ccccc3)CC2)c1 (stereo not drawn),i,-23,726,0.21,-0.18,0.25,-0.39,-0.6,1024,4,14,i,-8,-4%,.,.,2.7,2.5,14
Cc1cc(C)c(C)c(S(=O)(=O)NC(C(=O)O)C(C)C)c1C (stereo not drawn),i,23,708,-0.61,-0.3,-0.38,1.2,0.2,1117,-8,-5,i,0,9%,-0.36,1222,4.1,2.9,6.8
CC1CCN(S(=O)(=O)c2ccc(Br)s2)CC1,i,13,741,2.4,-0.2,1.4,-1.4,.,.,2,11,i,-7,5%,0.15,1197,2.5,1.4,4.4
C[C@]12C=CC(=O)C=C1CC[C@@H]1[C@@H]2[C@@H](O)C[C@@]2(C)[C@H]1CC[C@]2(O)C(=O)COC(=O)CCC(=O)O,i,-9,674,-1.2,-0.22,-0.013,0.54,.,.,-2,2,i,2,17%,.,.,1.8,1.7,6.5
Brc1ccc(-c2nnc3n2-c2ccccc2CC3)cc1,i,.,.,0.76,-0.18,0.8,-0.33,-6.0,991,7,9,i,-10,10%,0.35,1121,4.1,1.8,7.1
Cc1nc2ccccc2nc1N1CCC(C)CC1,i,0,771,-0.75,-0.089,-0.38,0.33,1.6,1061,8,4,i,2,8%,0.69,1150,1.1,1.8,3.4
N#CC(c1ccccn1)c1ncc(C(F)(F)F)cc1Cl (stereo not drawn),i,-22,677,0.28,-0.15,0.79,-1.1,5.5,803,1,0,i,8,-6%,-0.35,1517,2.6,1.9,5.7
Cc1ccc(CNC(=O)C2CC3Cn4c(nc5cc(Cl)c(Cl)cc54)C3N2C)o1 (stereo not drawn),i,9,746,-0.93,-0.78,-0.28,0.27,-0.7,1347,.,.,.,.,14%,0.12,919,.,.,.
COc1ccc(C(=O)C[n+]2cccc(C)c2)cc1,i,1,677,0.81,-0.32,0.27,0.037,-2.1,582,6,-32,i,-15,-7%,-0.01,1175,2.2,3.1,8.6
Cc1ccc(-n2c(SCC(=O)N3CCCC3)nc3c(c2=O)SCC3)cc1,.,-5,677,-0.013,-0.0087,0.32,0.14,.,.,-15,1,i,-3,-4%,-0.58,1301,3.3,1.9,8.4
CN(C)S(=O)(=O)Nc1ccc(Oc2ccccc2)cc1,i,-9,764,-1.4,-0.05,-0.68,0.14,-1.1,1209,-17,-5,i,-3,-15%,-0.66,1315,2.7,1.4,2.8

# In the list so far, two contain a COOH group.
SMILES,Yfh1-off respiration,Lipid droplet,Lipid droplet cells 6.5 µM,Dynein cargo inh,Dynein cargo inh cytoplasmic EGFP,Dynein cargo inh nuclear GR-EGFP,Dynein cargo inh cell count,bCat nuc transl,bCat nuc transl cell count 5 µM,WT yeast gro inh,WT yeast gro inh mutant strain,Autophagy HCS,Autophagy HCS cell loss 18 h,NOD2 inhibition,Ins promoter up,Ins promoter up cell count,MT stabilizer,MT stabilizer Hoechst-high %,MT stabilizer cytotoxicity %
Cc1cc(C)c(C)c(S(=O)(=O)NC(C(=O)O)C(C)C)c1C (stereo not drawn),i,23,708,-0.61,-0.3,-0.38,1.2,0.2,1117,-8,-5,i,0,9%,-0.36,1222,4.1,2.9,6.8
C[C@]12C=CC(=O)C=C1CC[C@@H]1[C@@H]2[C@@H](O)C[C@@]2(C)[C@H]1CC[C@]2(O)C(=O)COC(=O)CCC(=O)O,i,-9,674,-1.2,-0.22,-0.013,0.54,.,.,-2,2,i,2,17%,.,.,1.8,1.7,6.5

# Bioassay records: PubChem BioAssay, several laboratories

# Only part of the results is shown, so the mix of outcomes need not match the whole.
